# CHRM1 PAM – human CHRM1 positive allosteric modulation. AID 588819. CHO-K1 hM1, Fluo-8 calcium fluorescence, ACh EC20; 0% = ACh EC20, 100% = maximal ACh. activation, % at 3 µM. P11229. 0.088% of 360,000 active; in the data active = activation above about 19%, passing the limit was not always enough
# OXTR agonist – human OXTR agonism; P30559; CHO-OTR cells, Fluo-8 calcium fluorescence; normalized: DMSO 0%, oxytocin 100%; activation, % at 3 µM; 0.32% of 320,000 active;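 active = activation above the mean of all tested compounds plus 3 SD, cutoff set per screening run, cut at about 20% in these data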;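 note: peak over basal fluorescence ratio from a 100 s FLIPR kinetic read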
# Target sequence (P30559 whole entry, looked up): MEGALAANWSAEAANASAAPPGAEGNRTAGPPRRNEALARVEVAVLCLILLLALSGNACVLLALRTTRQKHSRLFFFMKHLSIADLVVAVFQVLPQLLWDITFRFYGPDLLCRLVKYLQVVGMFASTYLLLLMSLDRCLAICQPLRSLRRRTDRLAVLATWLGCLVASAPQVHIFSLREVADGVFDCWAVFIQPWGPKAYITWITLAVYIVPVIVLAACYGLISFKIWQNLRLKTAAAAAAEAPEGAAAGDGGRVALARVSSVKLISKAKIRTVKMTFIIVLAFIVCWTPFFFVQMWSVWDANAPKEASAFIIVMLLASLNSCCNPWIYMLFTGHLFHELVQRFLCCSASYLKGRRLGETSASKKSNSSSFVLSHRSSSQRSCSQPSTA
# M1 antag – blocks human M1 muscarinic receptor; CHO-K1 hM1, Fluo-8 calcium fluorescence, ACh EC80 antagonist; inhibition, % at 3 µM; 1.3% of 360,000 active; AID 588852;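 active = percent inhibition above its own plate's cutoff, namely the mean of that plate's compound wells plus 3 SD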;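 note: peak over basal fluorescence ratio during 140 s after agonist addition; 0% = ACh EC80 plus DMSO and 100% = DMSO alone without agonist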
# M1 ag – activates human CHRM1 receptor; CHO-K1 hM1, Fluo-8 calcium fluorescence, agonist mode; 0% DMSO, 100% acetylcholine EC100; AID 588814; P11229; 0.33% of 360,000 active; activation, % at 3 µM;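 active = activation above the run's mean compound activation plus 3 SD, cut at about 16% in these data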;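 note: peak over basal fluorescence ratio within a 140 s kinetic read after compound addition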
# TAAR1 ag – agonists of human TAAR1; CHO RD-HGA16 TAAR1, Fluo-8 calcium fluorescence; vehicle wells 0%, saturating PEA agonist 100%; activation, % at 3 µM; 0.99% of 360,000 active; AID 624467;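 active = activation above the mean activation of all test compounds in the run plus 3 SD, cut at about 38% in these data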
# Target sequence (Q96RJ0 whole entry, looked up): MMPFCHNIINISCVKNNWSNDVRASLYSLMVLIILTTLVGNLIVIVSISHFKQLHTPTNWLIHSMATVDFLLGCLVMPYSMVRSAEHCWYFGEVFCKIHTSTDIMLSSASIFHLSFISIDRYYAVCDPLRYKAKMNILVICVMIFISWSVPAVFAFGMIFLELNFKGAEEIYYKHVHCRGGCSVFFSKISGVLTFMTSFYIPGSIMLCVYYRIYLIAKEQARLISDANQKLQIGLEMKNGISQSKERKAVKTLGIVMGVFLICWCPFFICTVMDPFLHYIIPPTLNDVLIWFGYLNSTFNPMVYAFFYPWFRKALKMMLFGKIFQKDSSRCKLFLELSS
#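 System: CHO RD-HGA16 cells carrying human TAAR1 plus Gα16; Incubation: 17-24 h seeding, 75 min 37 °C dye, 30 min RT; Measured by: Fluo-8 fluorescence, 5 s baseline then 140 s kinetic read; Control set: DMSO and PEA EC100; Replication: single well for each compound.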
# OXTR potentiate – potentiates the human oxytocin receptor response; P30559; CHO-OTR cells, Fluo-8 calcium fluorescence, potentiator mode; 0% = oxytocin EC15, 100% = EC100; AID 2445; activation, % at 3 µM; 0.061% of 320,000 active;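 active = activation above that plate's cutoff, the mean activation of tested compounds plus 3 SD, cut at about 6.6% in these data, passing the limit was not always enough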;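 note: 100% uses oxytocin at 75 nM as the full agonist control; some results filed as inactive read as strong as hits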
#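 System: human OTR in CHO cells / Also added: sub-maximal oxytocin, roughly EC15 / Control set: EC15 oxytocin low, 75 nM oxytocin high / Schedule: 6 min compound pre-incubation at room temperature, 100 s kinetic read / Compound: single-point 3.0 µM / Replication: singlicate / Technique: Fluo-8 calcium dye fluorescence / Read-out basis: % activation of max/min ratio relative to oxytocin controls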
# TAAR1 antagonist – human TAAR1 antagonism; Q96RJ0; CHO RD-HGA16 TAAR1, Fluo-8 calcium fluorescence, antagonist; inhibition, % at 3 µM; 1.5% of 360,000 active; AID 624466;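 active = inhibition above a per-plate cutoff, the mean inhibition of test compounds on that plate plus 3 SD, cut at about 49% in these data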;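 note: 0% = DMSO plus EC80 beta-PEA response and 100% = DMSO alone without agonist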
#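 Test system – hTAAR1-expressing CHO RD-HGA16 cells, Gα16-coupled · Reagent – β-PEA at EC80 concentration, post-compound challenge · Compound dosing – 3 µM, single point · Timing – 140 s kinetic read after compound, 140 s after agonist · Detection – Fluo-8 intracellular calcium dye fluorescence, real-time kinetic reads · Control set – DMSO and EC80 PEA controls · Repeats – n of 1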
# V1aR counter – V1a receptor agonism, counter-screen for OXTR agonists; 0.25% of 320,000 active; CHO-V1R cells, Fluo-8 calcium fluorescence, agonist mode; 0% DMSO, 100% 3 nM vasopressin; activation, % at 3 µM; AID 2797;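 active = activation above the mean activation of all tested compounds plus 3 SD, per screening run, cut at about 20% in these data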;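 note: signal is peak over basal fluorescence ratio across a 100 second FLIPR read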
# CHO parental Ca – counter-screen for OX1R antagonists: effect in parental CHO cells. 0.63% of 330,000 active. AID 463079. parental CHO-K1, ATP-induced calcium, Fluo-8 fluorescence. inhibition, % at 5.6 µM;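 active = inhibition above that plate's mean sample inhibition plus 3 SD, cut at about 26% in these data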;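 note: 0% = ATP-challenged DMSO wells and 100% = DMSO wells without ATP; some compounds past the cut are filed as inactive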
#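 Test system: parental CHO cells; detection: calcium-sensitive Fluo-8 fluorescence; evaluation: percent inhibition of calcium signal; also added: ATP as calcium-mobilizing challenge; repeats: one well per compound; control set: ATP-challenged DMSO wells low, unchallenged DMSO wells high; compound: single nominal dose of 5.6 µM per compound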
# * hit, by the source's call; / = no result given.
No.	SMILES	CHRM1 PAM	TAAR1 antagonist	TAAR1 ag	OXTR potentiate	OXTR agonist	V1aR counter	M1 antag	M1 ag	CHO parental Ca
1	COc1cc(/C=N/NC(=O)c2cncc(Br)c2)cc([N+](=O)[O-])c1O	10	-17	1	1	2.1	0.3	-19	-2	-7
2	CCOc1ccc2nc(NC(=O)C3CCN(c4cnccn4)CC3)sc2c1	9	7	16	-8	2.8	4.2	-6	-2	-14
3	COC(=O)CNC(=O)C1(C)C=CCN1C(=O)c1ccccc1 (configuration not stated)	0	8	1	-8	-0.4	0.9	2	-6	-14
4	COc1ccc(N(CC(=O)N2CCc3ccccc32)S(=O)(=O)c2c(C)noc2C)cc1	1	-8	4	-1	-1.1	-0.1	8	-3	-7
5	Cc1noc(C)c1COc1cccc(C(=O)Nc2ccc(C#N)cc2)c1	-2	26	9	-18	4.9	8.5	9	1	0
6	Cc1ccc2nc(-c3cccnc3)cc(C(=O)N3CCN(c4ccc([N+](=O)[O-])cc4)CC3)c2c1	-5	44	11	-1	-0.1	0.3	19	1	-1
7	CC1(C)Cc2c(cnn2-c2cccc(F)c2)C(NC(=O)c2ccc[n+]([O-])c2)C1 (configuration not stated)	15	-5	2	/	/	/	-25	1	/
8	Cn1ccnc1SCc1nc2c(cnn2-c2ccccc2)c(=O)[nH]1	-2	4	3	-10	0.9	1.6	6	-3	-6
9	CCOC(=O)C1(C)CCN1C(=O)c1cc(F)cc(F)c1 (configuration not stated)	7	3	0	/	/	/	-6	-4	/
10	O=C(Nc1c(C(=O)NCc2ccco2)cnn1-c1ccccc1)c1ccc(F)cc1	1	0	2	-15	-1.1	0.0	-5	-1	-10
11	CCOCCCNC(=O)Cc1cc(=O)[nH]c(=O)[nH]1	6	-16	2	1	0.3	0.6	-14	-2	7
12	O=C(Nc1nnc(-c2ccccc2)o1)c1cc(-c2cccs2)nc2ccccc12	1	13	31	-6	2.9	2.5	-3	7	-5
13	CCOC(=O)c1ccc(N2C(=O)c3n[nH]c(C)c3C2c2ccc(OC)c(OC)c2)cc1 (configuration not stated)	9	-18	7	-1	-0.4	-0.6	-16	-5	-10
14	CN1CCc2c(sc3c2C(=O)NC(/C=C\c2ccccc2)N3)C1 (configuration not stated)	6	-14	3	3	2.2	1.2	-11	-1	-9
15	CCc1ccccc1NNC(=O)CCc1ccccc1	2	-14	0	-8	-1.3	-2.7	-4	-3	-13
16	CCOC(=O)Cc1c(C)c2c(C)[nH]nc2oc1=O	8	-22	1	-4	-0.8	-0.3	-11	-2	-4
17	CC(=O)C1=NN(c2ccccc2)C(c2cccs2)N1c1ccc(N(C)C)cc1 (configuration not stated)	8	9	4	-7	-0.1	-1.1	-4	-12	-9
18	O=C(CSCc1ccc(Cl)cc1)N1CCOCC1	10	-8	10	-12	0.4	0.9	-18	-8	5
19	Cn1c(=O)c2c(nc(SCC(=O)NCC3CCCO3)n2Cc2ccc(F)cc2)n(C)c1=O (configuration not stated)	3	3	1	1	0.1	-0.6	-9	-5	-15
20	COc1ccc(C(C(=O)NC2CCCC2)N(CCN(C)C)C(=O)c2snc(C(N)=O)c2N)cc1 (configuration not stated)	3	10	2	-2	0.2	1.1	-2	-6	-11
21	O=C(O)CCn1nnc2ccccc21	-1	-25	0	4	0.8	1.0	-20	-2	1
22	O=C(COC(=O)/C=C/c1cccc(Cl)c1)NCc1cccs1	8	3	1	-9	4.1	5.1	-7	-1	-14
23	Cc1cccc(COc2ccc(/C(O)=C3\C(=O)C(=O)N(CCN(C)C)C3c3ccncc3)cc2)c1 (configuration not stated)	4	/	/	-11	-0.6	-0.2	-6	-3	-17
24	N#Cc1cccc(Nc2c3c(nc4ccccc24)CCCC3)c1	-11	-22	0	-11	-2.1	-0.7	7	-10	-13
25	CCOc1ccccc1NC(=S)N1CCC(c2nc3ccccc3o2)CC1	-2	10	3	0	-0.6	0.3	-4	-7	-11
26	CC(=O)Oc1ccc2oc(/C=C/N(C)C)c([N+](=O)[O-])c2c1	9	-10	9	-2	-0.6	-0.6	-8	-3	-3
27	O=C(NCc1ccccc1F)C1CC(=O)N(Cc2ccco2)C1 (configuration not stated)	4	-15	5	/	/	/	-5	-2	/
28	Cc1ccc(S(=O)(=O)N2CCOCC2)cc1C(=O)Nc1ccc2c(c1)CCC2	8	-10	-2	-4	-2.3	0.3	-13	-12	-10
29	CCc1ccc2c(c1)/C(=N/OC)C(=O)N2	8	-11	3	-7	-2.1	-1.0	-5	-5	2
30	CCCNC(=O)c1ccc(COc2cccc3ccccc23)o1	15	16	-1	-21	-0.1	4.1	-17	0	-9
31	CCOC(=O)C(C)Sc1ncnc2c1c(-c1ccccc1)cn2-c1ccc(OC)cc1 (configuration not stated)	-1	-11	21	-4	1.5	1.2	-3	-4	-21
32	O=C(O)CCC(=O)/C=C/c1ccccc1	13	-7	7	-9	0.9	2.2	-2	-6	-5
33	O=C(CN1CCCc2ccccc21)N/N=C/c1ccccc1	2	10	4	-8	-1.2	1.4	-8	-13	-5
34	CCS(=O)(=O)N1CCC(C(=O)Oc2ccc(Br)cc2)CC1	5	2	2	-10	0.2	2.2	-3	2	-9
35	COc1ccccc1N(Cc1ccccc1)S(=O)(=O)c1cccc(C(=O)N2CCCCC2)c1	1	22	-2	-5	-1.3	1.0	-4	-4	-16
36	CCN(CC)C(=O)COc1ccc(/C(C)=N/NC(=O)c2ccccc2O)cc1	-1	-8	2	-1	1.7	1.9	-4	-2	-1
37	COc1cccc(NC(=O)NC2CCN(Cc3nnnn3Cc3ccc4c(c3)OCO4)CC2)c1	5	-26	-1	-24	-2.4	-0.4	-36	-4	8
38	Cc1ccc(OCC(=O)Nc2ccc(N(C)C)cc2)cc1	4	1	0	-6	-0.2	0.9	-5	-2	-14
39	CN(CC(=O)Nc1ccc(Cl)c(C(F)(F)F)c1)C(=O)CCCc1nc2ccccc2c(=O)[nH]1	6	6	15	-9	3.6	3.0	-2	-4	-20
40	O=C1c2cccc3c(N4CCCCC4)ccc(c23)C(=O)N1c1ccccn1	7	6	13	-30	42*	40*	-9	2	31
41	O=C(CC1SC(N2CCCC2)=NC1=O)Nc1ccc(C(=O)Nc2ncccc2O)cc1 (configuration not stated)	11	-10	-1	3	-0.3	0.4	-16	-4	-13
42	CN(C)c1ccc(-c2nc3ccccn3c2/N=C/c2ccc(Br)cc2)cc1	-5	-8	5	-5	-0.5	-0.1	11	-7	-12
43	O=C(Nc1c(-c2ccc3c(c2)OCO3)[nH][nH]c1=O)c1ccccc1	-1	15	1	/	/	/	-12	-2	/
44	CSc1cccc(-n2ccc(=O)c(C)c2C)c1	6	-14	2	-3	1.4	1.3	-11	-2	-9
45	O=C(NC(C(=O)N/N=C/c1cccc2ccccc12)c1n[nH]c(=O)c2ccccc12)c1ccccc1 (configuration not stated)	4	0	13	-20	-0.5	-0.8	4	-2	-14

# Nine structures already listed, sorted by length of the SMILES, high to low.
No.	SMILES	CHRM1 PAM	TAAR1 antagonist	TAAR1 ag	OXTR potentiate	OXTR agonist	V1aR counter	M1 antag	M1 ag	CHO parental Ca
6	Cc1ccc2nc(-c3cccnc3)cc(C(=O)N3CCN(c4ccc([N+](=O)[O-])cc4)CC3)c2c1	-5	44	11	-1	-0.1	0.3	19	1	-1
39	CN(CC(=O)Nc1ccc(Cl)c(C(F)(F)F)c1)C(=O)CCCc1nc2ccccc2c(=O)[nH]1	6	6	15	-9	3.6	3.0	-2	-4	-20
35	COc1ccccc1N(Cc1ccccc1)S(=O)(=O)c1cccc(C(=O)N2CCCCC2)c1	1	22	-2	-5	-1.3	1.0	-4	-4	-16
41	O=C(CC1SC(N2CCCC2)=NC1=O)Nc1ccc(C(=O)Nc2ncccc2O)cc1 (configuration not stated)	11	-10	-1	3	-0.3	0.4	-16	-4	-13
10	O=C(Nc1c(C(=O)NCc2ccco2)cnn1-c1ccccc1)c1ccc(F)cc1	1	0	2	-15	-1.1	0.0	-5	-1	-10
40	O=C1c2cccc3c(N4CCCCC4)ccc(c23)C(=O)N1c1ccccn1	7	6	13	-30	42*	40*	-9	2	31
14	CN1CCc2c(sc3c2C(=O)NC(/C=C\c2ccccc2)N3)C1 (configuration not stated)	6	-14	3	3	2.2	1.2	-11	-1	-9
27	O=C(NCc1ccccc1F)C1CC(=O)N(Cc2ccco2)C1 (configuration not stated)	4	-15	5	/	/	/	-5	-2	/
18	O=C(CSCc1ccc(Cl)cc1)N1CCOCC1	10	-8	10	-12	0.4	0.9	-18	-8	5

# Remaining list, next part.
No.	SMILES	CHRM1 PAM	TAAR1 antagonist	TAAR1 ag	OXTR potentiate	OXTR agonist	V1aR counter	M1 antag	M1 ag	CHO parental Ca
46	O=C(NC(=S)NNC(=O)[C@H]1C[C@@H]1c1ccccc1)c1ccc(F)cc1	-3	63*	41*	-19	35*	18	4	0	-9
47	CCCCCCN1C[C@H](n2cc(-c3ccc(F)cc3)nn2)[C@@H](O)C[C@@H]1c1ccc(OC)cc1	3	-19	2	/	/	/	-6	2	/
48	Cc1nn(C)c(C)c1CCC(=O)O	2	-1	4	-10	-0.6	1.4	-1	-2	5
49	CC(Sc1nc2ccccc2s1)C(=O)N1CCOCC1 (configuration not stated)	2	-7	9	-7	-0.3	0.9	6	-6	-9
50	Fc1ccc(-n2c(-c3ccc4c(c3)OCO4)n[nH]c2=S)cc1Cl	-4	1	-2	-3	-1.6	-0.2	4	-10	-10
51	C[C@H]1CN([C@@H](C)CO)C(=O)CCCn2nncc2CO[C@@H]1CN(C)S(=O)(=O)c1cn(C)cn1	17	5	3	/	/	/	-15	6	/
52	CN(Cc1ccncc1)C1CC(=O)N(c2ccc(F)cc2)C1=O (configuration not stated)	9	-11	2	-1	-0.1	1.2	-8	-5	7
53	COC(=O)/C(=N/Nc1ccccc1)N1CCCc2ccccc21	2	-4	1	9	-2.5	-1.7	-3	-5	-9
54	COc1ccc(S(=O)(=O)N2CCCCC2)cc1NC(=O)CCCOc1ccccc1	5	-7	0	-6	-0.1	1.0	7	-6	-27

# Screens (PubChem)
